From PubChem BioAssay
sEH inh = soluble epoxide hydrolase (human) inhibition; recombinant human sEH enzymatic activity assay; hit rate 0.34% among 91,000; AID 707; inhibition, % at 2 µM; P34913; in the data active = inhibition above about 80%; also: values of inactives mirror those of a sister screen read the other way; many of its hits are not listed in these tables
MT1-MMP txn act = activates MT1-MMP transcription. HT1080 MT1-MMP promoter luciferase reporter, luminescence, overnight; stronger effect = higher value. activation factor at 10 µM. hit rate 0.16% among 86,000. AID 750;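 active = activation factor of at least 2 for MT1-MMP transcription at 10 µM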
CD11b adhes enh = CD11b/CD18-fibrinogen binding enhancement; P05107+P11215; K562 CD11b/CD18 adhesion to fibrinogen, ATPlite luminescence; activation, % at 10 µM; hit rate 0.07% among 93,000;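 active = 10 µM primary screen giving 50% or more activity, confirmed by 40% or more on retest at that dose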; also: strong numbers were not always called active; reference of the scale not given here
ERb SRC1 inh = ER-beta (human) coactivator binding inhibition; Q92731; TR-FRET ER-beta LBD / SRC1-Cy5 peptide binding; receptor agonist-loaded with 1 µM estradiol; inhibition, % at 25.6 µM; hit rate 1.3% among 86,000; AID 633;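 active = compounds whose percent inhibition of the receptor-coactivator binding signal exceeds about 50% in the single-dose screen, limit read from the data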;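 also: 0% = receptor plus peptide wells without compound and 100% = peptide-only wells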
Target sequence (Q92731 whole entry, looked up, the tested form may be a part): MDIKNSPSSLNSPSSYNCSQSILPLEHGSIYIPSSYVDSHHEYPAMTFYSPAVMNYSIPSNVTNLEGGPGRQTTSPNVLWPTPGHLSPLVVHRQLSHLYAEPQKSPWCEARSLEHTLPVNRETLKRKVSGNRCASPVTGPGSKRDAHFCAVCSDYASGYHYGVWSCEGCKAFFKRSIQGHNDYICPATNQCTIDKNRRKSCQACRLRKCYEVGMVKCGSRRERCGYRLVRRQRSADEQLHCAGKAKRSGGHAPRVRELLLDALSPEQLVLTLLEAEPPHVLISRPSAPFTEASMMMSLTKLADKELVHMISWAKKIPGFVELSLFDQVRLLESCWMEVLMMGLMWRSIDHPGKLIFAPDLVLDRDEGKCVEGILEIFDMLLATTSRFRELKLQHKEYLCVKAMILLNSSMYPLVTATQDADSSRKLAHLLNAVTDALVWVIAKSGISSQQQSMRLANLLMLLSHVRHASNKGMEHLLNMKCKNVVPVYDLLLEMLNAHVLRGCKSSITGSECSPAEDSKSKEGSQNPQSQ
CD11b adhes inh = CD11b/CD18-fibrinogen binding inhibition. inhibition, % at 10 µM. K562 CD11b/CD18 adhesion to fibrinogen, ATPlite luminescence; Mn2+ added to activate the integrin. hit rate 0.54% among 93,000. P05107+P11215. AID 1497;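 active = primary inhibition of 50% or more at 10 µM, then 40% or more on retest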; also: some results filed as inactive read as strong as hits
ERa SRC1 pot = enhances coactivator binding to human estrogen receptor alpha. AID 639. TR-FRET ERalpha-LBD/SRC-Cy5 coactivator binding, 2 h; 100 = basal binding, no effect. hit rate 1.3% among 86,000. P03372. coactivator binding (% of control), % at 25.6 µM; in the data active = activity above about 200%;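 also: binding measured in presence of low estradiol as agonist stimulus; 0% = peptide alone without receptor and 100% = receptor with peptide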
Candida biofilm = kills Candida albicans biofilms; C. albicans biofilm + clotrimazole, Alamar Blue; AID 834; hit rate 0.14% among 85,000; inhibition, % at 6 µM;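 active = inhibition above 20%; inactive = inhibition below 20%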;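 also: preformed 24 hr biofilms exposed to compound for 48 hr; 0% = biofilm without compound and 100% = blank killed by clotrimazole plus chlorhexidine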
Smad3 inh = Smad3 (human) transcription factor binding inhibition. P84022. TR-FRET Smad3/Dy647-FoxH1 peptide binding, europium anti-His. hit rate 0.29% among 88,000. inhibition, % at 25 µM;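 active = compounds that reduce the energy-transfer binding signal between the protein and its labelled peptide by more than half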;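 also: 0% = Smad3 plus labelled peptide maximal FRET and 100% = peptide-only background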
Target sequence (P84022 whole entry, looked up): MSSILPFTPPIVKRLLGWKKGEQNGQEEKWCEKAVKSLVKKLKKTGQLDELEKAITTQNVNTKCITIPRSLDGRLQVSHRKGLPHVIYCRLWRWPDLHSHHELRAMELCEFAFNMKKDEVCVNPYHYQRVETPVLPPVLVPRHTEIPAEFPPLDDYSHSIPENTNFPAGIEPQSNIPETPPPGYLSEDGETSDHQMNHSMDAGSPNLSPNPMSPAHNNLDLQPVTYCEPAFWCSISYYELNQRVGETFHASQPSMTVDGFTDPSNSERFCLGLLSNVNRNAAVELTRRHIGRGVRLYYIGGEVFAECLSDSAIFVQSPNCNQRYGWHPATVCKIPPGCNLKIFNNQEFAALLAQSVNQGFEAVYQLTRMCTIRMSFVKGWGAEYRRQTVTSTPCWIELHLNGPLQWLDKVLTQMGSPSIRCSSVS
sEH activator = activators of human soluble epoxide hydrolase; activation, % at 2 µM; hit rate 0.04% among 91,000; purified human sEH enzymatic activity, activator screen; AID 717; in the data active = activation above about 37%; also: values of inactives mirror those of a sister screen read the other way
Starred values were filed as active, the others as inactive; x = not tested or not shown; [ ] = another dose, or the depositor's remark. These rows are one share of the data; rates above refer to the full screens.

nr | Compound | sEH inh | MT1-MMP txn act | CD11b adhes enh | ERb SRC1 inh | CD11b adhes inh
1 | O=C(CCCOc1ccccc1)N1CCCc2ccccc21 | -9 | x | -2 | 24[fluorescence artefact?] | -13
2 | O=C(CN1C(=O)CNC1=O)Nc1cccc(C(F)(F)F)c1 | -18 | 1.1 | -4 | -8 | -21
3 | CC(C)N(Cc1ccccc1)S(=O)(=O)N(C)C | -11 | 1.1 | 3 | -9 | -1
4 | COC(=O)c1c(C)[nH]c(C(=O)CSc2nnnn2-c2ccccc2)c1C | -16 | 1 | -6 | -2 | -6
5 | CS(=O)(=O)N(CC(=O)NCCC1=CCCCC1)c1ccc2c(c1)OCO2 | 2 | 1 | 3 | 1 | 56
6 | CCOc1cc(NC(=O)CC(C)C)c(OCC)cc1NC(=O)CCn1nnc2ccccc21 | -2 | x | -3 | x | -6
7 | CCOC(=O)N1CCc2c(sc3nc4n(c(=O)c23)N=C(C)CS4)C1 | 2 | x | -5 | x | -2
8 | COc1ccc(-c2cc(C(F)(F)F)nc(SCCC(=O)N3CCOCC3)n2)cc1 | 2 | 0.9 | -2 | -1[fluorescence artefact?] | 4
9 | COc1ccc2cc(CCNC(=O)c3c(-c4ccccc4Cl)noc3C)c(=O)[nH]c2c1 | x | 1 | -1 | 16 | 1
10 | COc1ccc(C(=O)n2nc(-c3ccco3)nc2SC)cc1OC | -5 | 1.2 | 3 | 14 | -7
11 | O=C1CCc2cc(S(=O)(=O)NC(Cc3ccccc3)C(=O)NC3CCCC3)ccc2N1 (stereo unspecified) | -7 | x | 2 | 2 | -6
12 | CCn1c(C)c(C(C)=O)c(NCc2ccccc2)nc1=S | 3 | 1 | -4 | -1 | -11

nr | ERa SRC1 pot | Candida biofilm | Smad3 inh | sEH activator
1 | 79[fluorescence artefact?] | 1 | 1 | 11
2 | 89 | 8 | -6 | 17
3 | 83 | 4 | 0 | 9
4 | 108 | 0 | -15 | 14
5 | 115 | 3 | -8 | -5
6 | x | x | x | 1
7 | x | x | x | -1
8 | 169 | 5 | 12 | -4
9 | 108 | 7 | 4 | x
10 | 166 | 4 | 7 | 7
11 | 112 | 5 | 14 | 4
12 | 106 | 7 | 3 | -1

Some of these compounds in order of number of heavy atoms, smallest number first.
nr | Compound | sEH inh | MT1-MMP txn act | CD11b adhes enh | ERb SRC1 inh | CD11b adhes inh
3 | CC(C)N(Cc1ccccc1)S(=O)(=O)N(C)C | -11 | 1.1 | 3 | -9 | -1
2 | O=C(CN1C(=O)CNC1=O)Nc1cccc(C(F)(F)F)c1 | -18 | 1.1 | -4 | -8 | -21
1 | O=C(CCCOc1ccccc1)N1CCCc2ccccc21 | -9 | x | -2 | 24[fluorescence artefact?] | -13
4 | COC(=O)c1c(C)[nH]c(C(=O)CSc2nnnn2-c2ccccc2)c1C | -16 | 1 | -6 | -2 | -6
11 | O=C1CCc2cc(S(=O)(=O)NC(Cc3ccccc3)C(=O)NC3CCCC3)ccc2N1 (stereo unspecified) | -7 | x | 2 | 2 | -6
6 | CCOc1cc(NC(=O)CC(C)C)c(OCC)cc1NC(=O)CCn1nnc2ccccc21 | -2 | x | -3 | x | -6

nr | ERa SRC1 pot | Candida biofilm | Smad3 inh | sEH activator
3 | 83 | 4 | 0 | 9
2 | 89 | 8 | -6 | 17
1 | 79[fluorescence artefact?] | 1 | 1 | 11
4 | 108 | 0 | -15 | 14
11 | 112 | 5 | 14 | 4
6 | x | x | x | 1

The list continues.
nr | Compound | sEH inh | MT1-MMP txn act | CD11b adhes enh | ERb SRC1 inh | CD11b adhes inh
13 | O=C(Oc1cccc2cccnc12)c1ccc(Br)o1 | x | 1.2 | 0 | -11 | -9
14 | CC(C)(C)OC(=O)N1CCC[C@H]1c1nnc(SCc2ccc(Cl)cc2Cl)o1 | -14 | 1.2 | 9 | 5[fluorescence artefact?] | 13
15 | CCOC(=O)/C(C#N)=C1/C=CN(c2ccc(C)cc2)C=N1 | -3 | x | -3 | 3 | -46
16 | CCN(CC)c1ccc(NC(=O)CN2CCN(S(=O)(=O)c3cc(Cl)ccc3OC)CC2)cc1 | 29 | 1.1 | -1 | 2 | 17
17 | CCOc1ccc(C2/C(=C(\O)c3ccc(OC)c(OC)c3)C(=O)C(=O)N2c2cc(C)on2)cc1OC (stereo unspecified) | x | 1 | -4 | -15 | -8
18 | COc1cc(C)nc(NCc2ccccc2)n1 | -3 | 1.1 | -3 | -11 | 5
19 | c1ccc(C(Cc2nc(-c3ccccn3)no2)c2ccccc2)cc1 | 5 | 1.3 | x | 1 | x
20 | CCOC(=O)c1c(C)n(C)c2ccc(OC(=O)c3ccco3)cc12 | 16 | 1.2 | 0 | 2 | 8
21 | Cc1cc(C(=O)O)c(CSCc2cc(C(=O)O)oc2C)o1 | 7 | 1.2 | 2 | 14[fluorescence artefact?] | -13
22 | O=C1c2ccccc2C(=O)N1c1cccc(-c2nc3ccccc3o2)c1 | 8 | 1.1 | 21 | x | 1
23 | CCC1=NN=C(c2ccc(F)cc2)C(c2c[nH]c3ccccc23)N1O (stereo unspecified) | 4 | 1.4 | x | -9 | x
24 | Cc1ccc(Cl)cc1N1CCN(C(=O)CCS(=O)(=O)c2cccc3nonc23)CC1 | x | 1.2 | 3 | -41[fluorescence artefact?] | 12

nr | ERa SRC1 pot | Candida biofilm | Smad3 inh | sEH activator
13 | 108[fluorescence artefact?] | 4 | 10 | x
14 | 94 | 4 | 9 | 11
15 | 114 | -3 | 13 | 4
16 | 91[fluorescence artefact?] | 2 | 8 | -31
17 | 122 | 3 | -10 | x
18 | 116 | -2 | 6 | 1
19 | 119 | 11 | 1 | -4
20 | 97 | 9 | -12 | -14
21 | 96 | 1 | 9 | -12
22 | x | x | x | -6
23 | 686*[fluorescence artefact?] | x | 1 | 1
24 | 143[fluorescence artefact?] | -1 | 2 | x

Other compounds follow.
nr | Compound | sEH inh | MT1-MMP txn act | CD11b adhes enh | ERb SRC1 inh | CD11b adhes inh
25 | COc1cc2c3c(c1)c(C1=NC(=S)NC1=O)c(O)n3C(C)(C)C=C2C | -2 | 1 | 44 | 16 | -33
26 | COC(=O)Cn1c2[n+](c3ccccc31)CC(O)CS2 (stereo unspecified) | -24 | x | x | 1 | x
27 | N#Cc1ccc(C(=O)Nc2ccc(S(=O)(=O)NC3=NCCCCC3)cc2)cc1 | -5 | 1.1 | -2 | 7 | -9
28 | Nc1c(C(=O)NCc2ccccc2)sc2nc(N3CCOCC3)c3c(c12)CCCC3 | 1 | x | -6 | x | 9
29 | COc1cc(OC)cc(C(=O)NC(=S)NCCc2ccccc2)c1 | 6 | x | -2 | x | 11
30 | CCOc1ccc(N2CC(O)Cn3c2nc2c3c(=O)n(CCCc3ccccc3)c(=O)n2C)cc1 (stereo unspecified) | -18 | 1.1 | -4 | -1 | -8
31 | Cc1ccc(OC(=O)Cn2c(C(F)(F)F)nc3ccccc32)cc1 | -25 | x | -1 | x | -1
32 | O=C1c2ccc(-c3nc4ccccc4o3)cc2C(=O)N1Cc1cccnc1 | -6 | 1.1 | x | -15 | x
33 | Cc1c(NC(=O)C2CC(c3c(F)cccc3Cl)=NO2)c(=O)n(-c2ccccc2)n1C (stereo unspecified) | -6 | 1.2 | 0 | -13[fluorescence artefact?] | x
34 | COC(=O)c1cc(OC)c(OC)cc1NC(=O)c1cc(-c2ccccc2)nc2ccccc12 | -5 | x | 92 | x | 2
35 | CC(C)CC(OC(=O)c1ccco1)C(=O)NC1CCCCC1 (stereo unspecified) | -6 | 1.1 | -1 | x | 53
36 | Cc1ccc(NCN2C(=O)C3C4C=CC(C4)C3C2=O)cc1 (stereo unspecified) | 6 | 1.2 | -1 | 0 | -8

nr | ERa SRC1 pot | Candida biofilm | Smad3 inh | sEH activator
25 | 115[fluorescence artefact?] | 2 | 0 | 4
26 | 122 | 7 | -5 | 23
27 | 102 | 7 | 10 | 7
28 | x | x | x | 2
29 | x | x | x | -4
30 | 102 | 7 | 1 | 20
31 | x | x | x | 22
32 | 370* | 5 | 14[fluorescence artefact?] | 11
33 | 116 | 6 | 3 | 10
34 | x | x | x | 6
35 | x | x | x | 5
36 | 127 | 1 | 5 | -6

Later entries.
nr | Compound | sEH inh | MT1-MMP txn act | CD11b adhes enh | ERb SRC1 inh | CD11b adhes inh
37 | CCOc1ccc(NC(=O)NC2CCOC(C)(C)C2)cc1 (stereo unspecified) | 44 | 1.1 | -4 | -7 | 7
38 | COc1ccc(N(CC(=O)NCc2ccc3c(c2)OCO3)S(=O)(=O)c2c(C)nn(C)c2C)cc1 | 6 | 1.1 | -6 | -4[fluorescence artefact?] | 6
39 | O=C(CSc1nc2ccccc2o1)N1CCN(c2ccc(Cl)cc2)CC1 | 5 | 1.1 | x | -2 | x
40 | Cc1nn(C)cc1/C=N/NC(=O)c1ccc2c(c1)OCO2 | 11 | x | 6 | x | -10
41 | COc1ccc(N/C(=C(/C(Cl)=C(Cl)Cl)[N+](=O)[O-])n2nnc3ccccc32)cc1 | -2 | 1.1 | -3 | 7[fluorescence artefact?] | -16
42 | COc1cc(C2CC(=O)n3c(nc4ccccc43)S2)cc(OC)c1OC (stereo unspecified) | -10 | 1.1 | x | -10 | x
43 | CCCCCN(C(=O)CN(C)Cc1ccc(OC)cc1OC)c1c(N)n(CCCC)c(=O)[nH]c1=O | 4 | x | -2 | x | 5
44 | Cc1cc(C)nc(SCc2nc3nc(C)cc(C)n3c2Br)n1 | -2 | 1 | -2 | 1 | -10
45 | CC(C)(C)NC(=O)c1ccc(NC(=O)C2COc3ccccc3O2)cc1 (stereo unspecified) | x | 1.1 | 7 | -12[fluorescence artefact?] | -26
46 | COc1ccc(OC)c(N(CC(=O)Nc2cccnc2)S(C)(=O)=O)c1 | -8 | 1.1 | 1 | -2[fluorescence artefact?] | -4
47 | CN(C)c1cccc2c(S(=O)(=O)Nc3ccccn3)cccc12 | -3 | 1.1 | 1 | 4 | 12
48 | CNC(=O)CN(Cc1ccccc1)S(=O)(=O)c1ccccc1 | x | 1.1 | 1 | -6 | 1
49 | O=C(CN1CCN(c2ccccn2)CC1)Nc1ccc(OCc2ccccc2)cc1 | -3 | 1.2 | x | -2 | x
50 | COc1ccc(C(c2c(O)ccc3ccccc23)N2CCOCC2)c(OC)c1 (stereo unspecified) | x | 1.7 | 2 | 21 | 4

nr | ERa SRC1 pot | Candida biofilm | Smad3 inh | sEH activator
37 | 111 | 3 | -3 | -45
38 | 117 | 2 | 13 | -2
39 | 133 | 8 | 11 | -7
40 | x | x | x | -9
41 | 110 | 6 | -6 | -2
42 | 113 | 4 | 3 | 10
43 | x | x | x | -5
44 | 103 | -1 | 0 | 6
45 | 108 | 9 | -3 | x
46 | 113[fluorescence artefact?] | 6 | 2 | 9
47 | 105 | 4 | -3 | 1
48 | 115 | 8 | 7 | x
49 | 100 | 5 | 1 | 5
50 | 161[fluorescence artefact?] | 1 | -2 | x

As entered above:
In CD11b adhes inh, cpd 3 has the entry -1
In CD11b adhes inh, cpd 47 has the entry 12
In CD11b adhes enh, cpd 28 has the entry -6
In ERa SRC1 pot, cpd 37 has the entry 111
In ERa SRC1 pot, cpd 8 has the entry 169
In sEH inh, cpd 42 has the entry -10
